Compound activity as filed in PubChem.
DT40 TDP1 CPT: qHTS for Inhibitors of human tyrosyl-DNA phosphodiesterase 1 (TDP1): qHTS in cells in presence of CPT | Potency, µM (doses to about 46.2 µM), inactives show at the highest dose activity change, negative = growth inhibition, actives largely listed as inhibitors | hit rate 12% among 420,000 | chicken DT40 Tdp1-/-;hTDP1 cells + 20 nM CPT, ATP luminescence, 48 h; active = well fitted inhibition curve with a large enough effect; inconclusive = small, poorly fitted or top-dose-only effect; note: nearly all actives have a fitted effect of over 55% in size
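Chicken DT40 Tdp1-/- cells complemented with human TDP1, 400 cells/well, exposed to compounds plus 20 nM camptothecin for at least 48 h at 37 C; viability read as ATP content by CellTiter-Glo luminescence.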
An asterisk follows results filed as active; ? = inconclusive; [ ] = another dose, or the depositor's remark. % is set by controls: 0 for no effect and ±100 for the full control effect; potency is the fitted concentration of half-maximal effect.

Sample of the layout (3 entries):
1: CC1(C(=O)NCc2ccccc2)CN(S(C)(=O)=O)CC(=O)N1CCc1ccccc1 (centres undefined)
  DT40 TDP1 CPT: ?

2: COc1cccc(-c2nc(CN3CCN(C(=O)c4ccco4)CC3)c(C)o2)c1OC
  DT40 TDP1 CPT: ?

3: CC(C)(C)c1ccc(CC(=O)N2CCC2(C)C(=O)Nc2cccc3cccnc23)cc1 (centres undefined)
  DT40 TDP1 CPT: ?

Main list, previewed entries included:
1: CC1(C(=O)NCc2ccccc2)CN(S(C)(=O)=O)CC(=O)N1CCc1ccccc1 (centres undefined)
  DT40 TDP1 CPT: ?

2: COc1cccc(-c2nc(CN3CCN(C(=O)c4ccco4)CC3)c(C)o2)c1OC
  DT40 TDP1 CPT: ?

3: CC(C)(C)c1ccc(CC(=O)N2CCC2(C)C(=O)Nc2cccc3cccnc23)cc1 (centres undefined)
  DT40 TDP1 CPT: ?

4: CCOc1ccc(CCN2C(=O)C(=O)N([C@@H](Cc3ccc(O)cc3)CN3CCC[C@H]3CN3C(=O)C(=O)NC[C@@H]3Cc3ccccc3)C[C@@H]2Cc2ccc(O)cc2)cc1
  DT40 TDP1 CPT: ?

5: Cc1c(C(=O)NCc2ccccc2C(F)(F)F)sc(=O)n1Cc1ccc(F)cc1
  DT40 TDP1 CPT: 21µM*

6: Cc1cnc(-c2nc3ccccc3n2C(C(=O)NC(C)(C)C)c2ccccc2)cn1 (centres undefined)
  DT40 TDP1 CPT: 0%

7: CCOC(=O)C1=CCN(S(=O)(=O)c2ccccc2C(=O)OC)C1c1ccc(Cl)cc1 (centres undefined)
  DT40 TDP1 CPT: 21µM*

8: COC(=O)C[C@H]1CC[C@H](NS(=O)(=O)c2cn(C)cn2)[C@@H](CO)O1
  DT40 TDP1 CPT: -4%

9: CN(C)S(=O)(=O)n1cc(/C=C(\NC(=O)c2ccccc2)C(=O)N2CCCCC2)c2ccccc21
  DT40 TDP1 CPT: 23µM*

10: CC(NC(=O)C1CCCN1C(=O)OC(C)(C)C)C(=O)OCc1ccccc1 (centres undefined)
  DT40 TDP1 CPT: 23µM*

11: COc1ccc(CNC(=O)Nc2ccc3c(c2)c(=O)n(C)n3Cc2cc(C)cc(C)c2)cc1
  DT40 TDP1 CPT: 21µM*

12: Cc1cnc(C)c(-c2ccc(O)c(CN3CCN(C=O)CC3)c2)n1
  DT40 TDP1 CPT: 11%

13: Cc1cc2nc(-c3ccc(F)cc3)c(CC(C)(C)C)n2c(C)c1Br
  DT40 TDP1 CPT: 26µM*

14: COc1ccc(S(=O)(=O)NC(=O)C2(C)CCN2C(=O)c2ccc(C(F)(F)F)nc2C)cc1 (centres undefined)
  DT40 TDP1 CPT: 1%

15: CC(=O)Nc1ccc(C(=O)OCC(=O)NC(=O)NCc2ccccc2)cc1
  DT40 TDP1 CPT: -3%

16: NNc1cc2c(nn1)CCN(C(=O)c1ccccc1)C2
  DT40 TDP1 CPT: -5%

17: CC1(c2nnnn2Cc2ccccc2)CCC(=O)N1CCc1ccccc1F (centres undefined)
  DT40 TDP1 CPT: -21%

18: COCc1cccc(-c2csc(C(O)c3ccc(F)c(F)c3)n2)c1 (centres undefined)
  DT40 TDP1 CPT: ?

19: COc1ccccc1-c1nnc(NC(=O)CCS(=O)(=O)c2ccc(F)cc2)o1
  DT40 TDP1 CPT: 8.2µM*

20: COc1cc(/C=C/c2nc3ccccc3c(=O)[nH]2)ccc1O
  DT40 TDP1 CPT: ?

21: Clc1ccccc1-c1ccc2nccn2c1
  DT40 TDP1 CPT: -23%

22: C[C@H](CO)NC(=O)c1nc[nH]c1C(=O)N[C@@H](C)c1ccccc1
  DT40 TDP1 CPT: ?

23: CC1(C(=O)Nc2ccc3c(c2)OCCO3)CCN1C(=O)c1ccccc1CCc1ccccc1 (centres undefined)
  DT40 TDP1 CPT: 29µM*

24: C=CCOc1cccc(C2C(C(=O)c3ccc(C)o3)=C(O)C(=O)N2CCN2CCOCC2)c1 (centres undefined)
  DT40 TDP1 CPT: -22%

25: CN(C)CCNC(=O)c1cccc2c(-c3ccc(F)c(F)c3)coc12
  DT40 TDP1 CPT: ?

Ordered by SMILES length (lowest first): some entries from above
21: Clc1ccccc1-c1ccc2nccn2c1
  DT40 TDP1 CPT: -23%

16: NNc1cc2c(nn1)CCN(C(=O)c1ccccc1)C2
  DT40 TDP1 CPT: -5%

20: COc1cc(/C=C/c2nc3ccccc3c(=O)[nH]2)ccc1O
  DT40 TDP1 CPT: ?

18: COCc1cccc(-c2csc(C(O)c3ccc(F)c(F)c3)n2)c1 (centres undefined)
  DT40 TDP1 CPT: ?

12: Cc1cnc(C)c(-c2ccc(O)c(CN3CCN(C=O)CC3)c2)n1
  DT40 TDP1 CPT: 11%

25: CN(C)CCNC(=O)c1cccc2c(-c3ccc(F)c(F)c3)coc12
  DT40 TDP1 CPT: ?

13: Cc1cc2nc(-c3ccc(F)cc3)c(CC(C)(C)C)n2c(C)c1Br
  DT40 TDP1 CPT: 26µM*

15: CC(=O)Nc1ccc(C(=O)OCC(=O)NC(=O)NCc2ccccc2)cc1
  DT40 TDP1 CPT: -3%

10: CC(NC(=O)C1CCCN1C(=O)OC(C)(C)C)C(=O)OCc1ccccc1 (centres undefined)
  DT40 TDP1 CPT: 23µM*

19: COc1ccccc1-c1nnc(NC(=O)CCS(=O)(=O)c2ccc(F)cc2)o1
  DT40 TDP1 CPT: 8.2µM*

22: C[C@H](CO)NC(=O)c1nc[nH]c1C(=O)N[C@@H](C)c1ccccc1
  DT40 TDP1 CPT: ?

6: Cc1cnc(-c2nc3ccccc3n2C(C(=O)NC(C)(C)C)c2ccccc2)cn1 (centres undefined)
  DT40 TDP1 CPT: 0%

1: CC1(C(=O)NCc2ccccc2)CN(S(C)(=O)=O)CC(=O)N1CCc1ccccc1 (centres undefined)
  DT40 TDP1 CPT: ?

3: CC(C)(C)c1ccc(CC(=O)N2CCC2(C)C(=O)Nc2cccc3cccnc23)cc1 (centres undefined)
  DT40 TDP1 CPT: ?

7: CCOC(=O)C1=CCN(S(=O)(=O)c2ccccc2C(=O)OC)C1c1ccc(Cl)cc1 (centres undefined)
  DT40 TDP1 CPT: 21µM*

8: COC(=O)C[C@H]1CC[C@H](NS(=O)(=O)c2cn(C)cn2)[C@@H](CO)O1
  DT40 TDP1 CPT: -4%

11: COc1ccc(CNC(=O)Nc2ccc3c(c2)c(=O)n(C)n3Cc2cc(C)cc(C)c2)cc1
  DT40 TDP1 CPT: 21µM*

14: COc1ccc(S(=O)(=O)NC(=O)C2(C)CCN2C(=O)c2ccc(C(F)(F)F)nc2C)cc1 (centres undefined)
  DT40 TDP1 CPT: 1%

9: CN(C)S(=O)(=O)n1cc(/C=C(\NC(=O)c2ccccc2)C(=O)N2CCCCC2)c2ccccc21
  DT40 TDP1 CPT: 23µM*

4: CCOc1ccc(CCN2C(=O)C(=O)N([C@@H](Cc3ccc(O)cc3)CN3CCC[C@H]3CN3C(=O)C(=O)NC[C@@H]3Cc3ccccc3)C[C@@H]2Cc2ccc(O)cc2)cc1
  DT40 TDP1 CPT: ?

Following part.
26: CN(CCCn1ccc(N)nc1=O)Cc1ccco1
  DT40 TDP1 CPT: -1%

27: COc1ccc(NC(=O)C2Cc3c(-c4ccc(Cl)cc4)ccnc3O2)cc1 (centres undefined)
  DT40 TDP1 CPT: ?

28: CCC1OC(C2CC2)CC2=C1C(=O)OC(C)(C)O2 (centres undefined)
  DT40 TDP1 CPT: -5%

29: Cc1cc(C(=O)Nc2ccccc2-c2nc(CNC(=O)C3(C)CCCCC3)c(C)o2)c(C)o1
  DT40 TDP1 CPT: -10%[9.04 µM]

30: CCC1(C2CCN(C(=O)c3ccc(C)cc3C)CC2)NC(=O)N(CCc2scnc2C)C1=O (centres undefined)
  DT40 TDP1 CPT: -5%[9.04 µM]

31: CCC/C=C/c1ccc(CN2C(CC(C)C)C(=O)N(Cc3cn(Cc4ccco4)nn3)CCS2(=O)=O)cc1 (centres undefined)
  DT40 TDP1 CPT: ?

32: Cc1cc(C)n(-c2ccc(C(=O)N3CCN(S(=O)(=O)c4ccc(OC(F)(F)F)cc4)CC3)cc2)n1
  DT40 TDP1 CPT: ?

33: COc1ccc(CNC(=O)OC2CC3CC2[C@H]2CCCCN2C3=O)cc1 (some centres undefined)
  DT40 TDP1 CPT: 9%

34: COC(=O)[C@@]12C[C@@H](CC(=O)NCCC(C)C)C(=O)N(Cc3ccc4c(c3)OCO4)C1=CCC(C)(C)C2
  DT40 TDP1 CPT: ?

35: CC(C)CNC(=S)N1CCC(C(=O)c2ccc(Cl)cc2)CC1
  DT40 TDP1 CPT: 10µM*

36: Cc1ccc([N+](=O)[O-])c(NC(=O)COC(=O)CCNS(=O)(=O)c2cccs2)c1C
  DT40 TDP1 CPT: -17%

37: O=C(NCc1ccccc1)C(c1ccc(C(F)(F)F)cc1)n1c(=O)c(-c2cc3ccccc3[nH]2)nc2ccccc21 (centres undefined)
  DT40 TDP1 CPT: ?

38: CC1=C(C(=O)N2CCOCC2)CC(CC(=O)NCCCN(C)C)C(=O)N1CCC1=CCCCC1 (centres undefined)
  DT40 TDP1 CPT: -2%

39: CC1(C(=O)NS(=O)(=O)c2ccccc2)CCN1C(=O)CC(c1ccccc1)c1ccccc1 (centres undefined)
  DT40 TDP1 CPT: ?

40: COc1ccc(-c2csc(C(C)(O)c3ccccc3)n2)cn1 (centres undefined)
  DT40 TDP1 CPT: ?

41: CC(=O)c1cccc(-c2ccnc3c2CC(C(=O)Nc2ccc(C(C)C)cc2)O3)c1 (centres undefined)
  DT40 TDP1 CPT: 23µM*

42: Cc1cc2c(c(-c3cnccn3)c1)OC(CNC(=O)c1ccccc1C(F)(F)F)C2 (centres undefined)
  DT40 TDP1 CPT: -3%

43: Cc1nn(CC(=O)Nc2cccc(O)c2)c(=O)c2ccccc12
  DT40 TDP1 CPT: -3%

44: CCc1nc2ccc(C(=O)N3CCN(C)CC3)cn2c1N(C)CCC(C)C
  DT40 TDP1 CPT: ?

45: CCC(=O)N1Cc2cc(C(=O)Nc3nccs3)nc(-c3cccc(-c4ccccc4OC)c3)c2[C@H]1CCO
  DT40 TDP1 CPT: ?

46: CSCCC(NC(=O)OCc1ccccc1)NC(=O)OCc1ccccc1
  DT40 TDP1 CPT: 7%

47: Cc1cccc(S(=O)(=O)N(C)C[C@H]2OCc3cn(nn3)CCCC(=O)N([C@@H](C)CO)C[C@@H]2C)c1
  DT40 TDP1 CPT: -15%

48: COC(=O)C[C@@H]1C[C@@H]2c3cc(NC(=O)Cc4ccncc4)ccc3O[C@@H]2[C@@H](CO)O1
  DT40 TDP1 CPT: -5%

49: CCCCCCCCCc1conc1C(=O)/C=C/c1ccco1
  DT40 TDP1 CPT: 6%

50: CCCCNC(=O)C1(C)CCCCN1C(=O)c1cc(C)n(C(C)(C)C)n1 (centres undefined)
  DT40 TDP1 CPT: -23%

Other structures:
no.	Structure	DT40 TDP1 CPT
51	Cc1noc(C)c1C(=O)N1CCC1(C)C(=O)NS(=O)(=O)c1ccc(C#N)cc1 (centres undefined)	11%
52	O=C(O)CSC1CC(=O)N(c2ccc(F)cc2)C1=O (centres undefined)	-12%
53	CCC(=O)N1CCC1(C)C(=O)Nc1ccc(F)cc1 (centres undefined)	-17%
54	CN(Cc1ccccc1)C(=O)[C@@H]1CCCN1	-4%
55	Fc1ccccc1CNc1nc(NCC2CC2)nc2ccsc12	15µM*
56	NC(=O)N1CCN(CCCN2c3ccccc3Sc3cc(Cl)ccc32)CC1	?
57	Nc1ncnc2c1ncn2[C@@H]1O[C@H](C(=O)NS(=O)(=O)c2cccc(F)c2)[C@@H](O)[C@H]1O	3%
58	COc1cccc(-c2c(-c3ccccc3OC)ncn2Cc2cccc(-c3ccccc3)c2)c1	8.2µM*
59	OC(c1cccnc1)c1ccc2c(c1)CN(Cc1cccc3c1OCO3)CCO2 (centres undefined)	0%[9.04 µM]
60	CN1CCC(N2CCN(C3CN(Cc4ccccc4)S(=O)(=O)C3)CC2)CC1 (centres undefined)	1%

More results follow.
no.	Structure	DT40 TDP1 CPT
61	Cc1cc(NC(=O)CS(=O)(=O)c2cn(Cc3cccc(Cl)c3)c3ccccc23)no1	26µM*
62	CC1(C)ON=C(c2cccc(F)c2)NC1=O	16%
63	CC1(C(=O)NS(=O)(=O)C2CC2)CCCN(C(=O)c2cccc(C(F)(F)F)c2)C1 (centres undefined)	?
64	C[C@H](CO)N1C[C@H](C)[C@@H](CN(C)Cc2ccc(C(F)(F)F)cc2)OCc2cnnn2CCCC1=O	26µM*
65	COCCn1c(SCC(=O)N2CCCC2=O)nnc1-c1ccncc1	4%
66	COc1ccc(C(C)=O)cc1Cn1c(C)c(C(=O)NCc2cccc(C)c2)sc1=O	?
67	CC(C)(C)Cc1c(-c2ccco2)nc2ccc(Cl)cn12	26µM*
68	COc1ccc(Cl)cc1Nc1nc(Cl)nc(NCCO)n1	?

The list is partial. The share of hits here may be higher or lower than overall.
